ERK EGF block = qHTS Assay for Inhibitors of the ERK Signaling Pathway using a Homogeneous Screening Assay; Stimulation with EGF. 0.41% of 130,000 active. HEK293-V1b, EGF-stimulated phospho-ERK AlphaScreen. Potency, µM (top dose mostly 11.5 µM), for inactives: at the top dose activity change, negative = inhibition, actives largely listed as inhibitors. AID 1454, 2008; active means well fitted inhibition curve with a large enough effect; inconclusive means small, poorly fitted or top-dose-only effect, or effect the other way;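 further: plate controls were stimulated vehicle wells for no effect and unstimulated vehicle basal for full effect; nearly all actives have a fitted effect of over 55% in size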
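Readout: AlphaScreen signal for phosphorylated ERK in lysed HEK293 cells stably expressing V1b. Stimulus 25 nM EGF, 5 min, following 30 min compound exposure. Data scaled to DMSO basal and full EGF activation.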
An asterisk follows results filed as active; ? = inconclusive; [ ] = another dose, or the depositor's remark. Potency means the concentration at half of the fitted maximal effect. The list is partial; rates above refer to the full screens.

SMILES	ERK EGF block
O=C(CSc1nc2ccc(Cl)cc2[nH]1)N1CCN(C(=O)c2ccco2)CC1	-2.8%
O=C(CNC(=S)N(CCCN1CCOCC1)Cc1cccs1)NCCN1CCOCC1	5.4%
CCCn1c(NC(=O)C23CC4CC(CC(O)(C4)C2)C3)nc2ccccc21	0.4%
Cn1c(N)c(C(=O)CSc2nnc(-c3ccccc3F)n2N)c(=O)n(C)c1=O	-8.8%[57.5 µM]
O=C(CCNS(=O)(=O)c1ccc(Br)cc1)NCc1cccs1	-4.6%
O=C(CCNC(=O)c1ccccc1Cl)N/N=C\c1ccc(O)cc1	-16.7%[57.5 µM]
COc1ccccc1CCn1c(=O)c(-c2cc(F)cc(F)c2)nc2cncnc21	?
Cc1ccc(S(=O)(=O)Cc2cc(-c3ccc(Cl)cc3)no2)cc1	7.2%
Cc1ccc([N+](=O)[O-])cc1NC(=O)Nc1onc(C)c1C	-8.7%[57.5 µM]
CCN(CC)CCN(C(=O)c1cccc(N2C(=O)CCC2=O)c1)c1nc2cc3c(cc2s1)OCO3	1.3%
C=CCn1cccc(C(=O)Nc2ccc(OCC)cc2)c1=O	3.8%
NC(N)=Nc1nc2ccccc2o1	10.5%[57.5 µM]
COc1cc(CN(C)C)cc(C=O)c1O	-14.3%
O=C(O)c1ccc(N/N=C/c2ccc3ncccc3c2)cc1	-2.7%
Cc1ccc(CN2CCN(CC(=O)N/N=C/c3ccc(C)o3)CC2)cc1	25.3%[57.5 µM]

Entries from the list above that have a Cl atom:
SMILES	ERK EGF block
O=C(CSc1nc2ccc(Cl)cc2[nH]1)N1CCN(C(=O)c2ccco2)CC1	-2.8%
O=C(CCNC(=O)c1ccccc1Cl)N/N=C\c1ccc(O)cc1	-16.7%[57.5 µM]
Cc1ccc(S(=O)(=O)Cc2cc(-c3ccc(Cl)cc3)no2)cc1	7.2%

Following part:
SMILES	ERK EGF block
O=C(OC(C(=O)NCC1CCCO1)c1ccc(F)cc1)c1cccs1 (centres undefined)	4.4%
O=C(/C=C/c1ccccc1)NC(=S)NNC(=O)c1ccco1	4.2%
CN(C)C(=O)CSc1nc(-c2ccccc2)nc2c1CCCC2	3.4%
Cc1cc(C(=O)NNC(=O)NC(C)C)no1	-8.2%[57.5 µM]
CN(C)C(=O)[C@H]1C[C@@H]1[C@H](NC(=O)OCc1ccccc1)c1ccccc1	9.9%
COc1ccc(S(=O)(=O)N2CCC(C(=O)c3ccc4c(c3)OCCO4)CC2)cc1	-5.3%
O=C(Nc1ccc(N2CCOCC2)cc1)c1cccnc1	1.1%
CCOc1ccc2c(c1)C(C)=CC(C)(C)N2C(=O)Nc1ccccc1F	-0.5%
Cc1[nH]c(=O)c(C(=O)c2ccccc2O)cc1C(=O)O	2.6%
Cc1csc(NC(=O)CSc2ccc3nnc(CCNS(=O)(=O)c4ccccc4)n3n2)n1	-7.9%
O=C(O)COCCN1CCN([C@@H](c2ccccc2)c2ccc(Cl)cc2)CC1	8.5%[25.7 µM]
OC(COc1ccccc1)CN1CCOCC1 (centres undefined)	2.5%
O=C(COC(=O)c1ccccc1Nc1ccccc1)Nc1ccccc1	-0.1%
OB(O)c1ccc(Cl)s1	-0.5%
CCC(C)NC(=O)COC(=O)c1ccc(Cl)cc1O (centres undefined)	4.8%
COc1cc(C(F)(F)F)nc2ccc(C#CCOC(=O)Nc3ccccc3)cc12	-5.9%[57.5 µM]
COC(=O)[C@@]1(Cc2ccc(F)cc2)[C@H]2c3cc(C(=O)N4CCCC4)n(Cc4ccc(C)c(F)c4F)c3C[C@H]2CN1C(=O)c1ccccc1	-2.4%
CCOC(=O)c1ccc(NC(=O)NC2CC3CCC(C2)N3C(=S)NC)cc1 (centres undefined)	4.3%
O=C(COc1ccc(F)cc1)N1c2ccccc2CCc2ccccc21	0.6%
Cc1ccc(C(C#N)N2CCOCC2)cc1 (centres undefined)	14.4%[57.5 µM]
CCC(=O)NNc1nc2c(C)cc(C)cc2s1	4.9%
CCCCCC(C)NC(=S)NC(=O)c1cc(S(=O)(=O)N2CCOCC2)ccc1C (centres undefined)	-0.2%
O=C(N/N=C/c1ccccc1Cl)c1[nH]c2ccc(Br)cc2c1-c1ccccc1	7.1%
COc1ccc2c3c(cccc13)C(=O)N(O)C2=O	3.1%
O=C(N/N=C/c1ccc(N2CCOCC2)s1)c1ccc(NS(=O)(=O)c2cccs2)cc1	-5.2%[57.5 µM]
CC1(C(=O)NC(=S)N(CCC#N)Cc2cccnc2)CC1(Cl)Cl (centres undefined)	3.9%
CS(=O)(=O)N1CCC(Oc2ccccc2C(=O)NCCCc2cccnc2)CC1	1.2%
COc1ccc(C(=O)Nc2ccc(N3CCCCC3)cc2)cc1Br	10.0%
CCN1C(=O)/C(=C/c2cnn(CC)c2C)SC1=S	7.4%
C=CCSc1nnc(CNC(=O)c2ccccc2C)n1C(C)C	-3.2%
O=C(Nc1ccccc1)c1cc2ccccc2c(=O)s1	13.4%
Cc1cn(C(=O)c2ccccc2)c(=S)n1-c1ccc(Br)cc1	0.3%
CNCc1c(C)nn(-c2ccccc2)c1C	-7.7%
Cc1cccc(C)c1Nc1oc(-c2ccccc2)nc1-c1ccccc1F	-12.8%
O=C(COc1ccccc1/C=C\c1[nH]c(=O)[nH]c(=O)c1[N+](=O)[O-])Nc1ccccc1	1.8%[57.5 µM]
Cc1[nH]c(=O)[nH]c(=O)c1/C=N/NC(=O)CCNC(=O)OC(C)(C)C	6.0%[57.5 µM]
COC(=O)c1cc(NS(=O)(=O)c2ccc(C(C)C)cc2)ccc1N1CCOCC1	-3.2%[57.5 µM]
CC1CCCC(C)N1/N=C/c1ccc(C(=O)O)cc1 (centres undefined)	-1.8%[57.5 µM]
CCCS(=O)(=O)NCCc1csc(-c2ccc(OC)c(OC)c2)n1	4.1%[57.5 µM]
Cc1cc(C)cc(NC(=O)NC2CCN(CC(=O)Nc3cccc(Cl)c3C)CC2)c1	-18.7%[57.5 µM]
CCN1CCN(Cc2c(O)ccc3c2O/C(=C\C=C\c2ccccc2)C3=O)CC1	7.3%
O=C(NCCCN1CCCCCC1)C1CCCN(S(=O)(=O)c2cccc3nsnc23)C1 (centres undefined)	3.7%
COCCOC(=O)C1=C(C)NC(=O)NC1c1ccco1 (centres undefined)	1.0%[57.5 µM]
CCOC(=O)c1cc[nH]c1C	-13.3%
N#CCC(=O)NNC(=S)NC(=O)C(c1ccccc1)c1ccccc1	-7.8%
Cc1cccc(N(CC(=O)NC(C)(C)C)C(=O)CS(=O)CC(=O)Nc2ccc3c(c2)OCO3)c1 (centres undefined)	1.8%
CCOC(=O)c1ccc(N2C(=O)CC(NNC(=O)c3ccc(Br)s3)C2=O)cc1 (centres undefined)	2.2%[57.5 µM]
O=[N+]([O-])c1cc(C(F)(F)F)ccc1NCCCCNS(=O)(=O)c1ccc(Cl)cc1	-15.1%
CC(=O)Nc1cccc(-n2nnc(SCC(=O)c3ccccc3)n2)c1	3.2%[57.5 µM]
O=C(NCCCOc1cccc(CN2CCCCC2)c1)c1ccc(Cl)c(Cl)c1	4.2%
N#Cc1c2c(c(NCCOCCO)n3c1nc1ccccc13)CCCC2	0.3%
O=[N+]([O-])c1ccc(-c2ccc(S(=O)(=O)NCCN3CCCC3)cc2)cc1	8.2%
COc1ccc(Cl)cc1NS(=O)(=O)c1ccc(OC)c(OC)c1	3.2%
O=C1CC(NN2CCCCC2)C(=O)N1c1ccccc1 (centres undefined)	-0.9%
O=C(COC(=O)C1CC2C=CC1C2)NCc1ccc(F)cc1 (centres undefined)	-22.3%
O=C(Nc1ccccc1)N1CC[C@@]2(CCCN(C(=O)c3cnccn3)C2)C1	7.3%
CC(C)c1ccccc1NC(=O)COC(=O)C1(C)CC1(Cl)Cl (centres undefined)	6.5%
O=C(COc1ccccc1)Nc1ccccc1Cl	0.1%
O=c1oc2ccccc2cc1-c1csc(Nc2nc3ccc(F)cc3s2)n1	-3.6%
O=C(Nc1ccc(-c2csc(Nc3ccccc3)n2)cc1)c1cc([N+](=O)[O-])cc(C(F)(F)F)c1	-8.9%[57.5 µM]

Carrying on.
SMILES	ERK EGF block
CCC(C(=O)NC(C)CCc1ccco1)n1nc(C)n2c(cc3occc32)c1=O (centres undefined)	-4.1%
O=c1[nH]c(=O)n([C@H]2C[C@H](O)[C@@H](CO)O2)cc1/C=C/Br	12.3%
CC1(C(=O)NCC2CCCO2)Oc2cccnc2NC1=O (centres undefined)	-5.4%
CCC(=O)Nc1cc(-c2cc3ccccc3oc2=O)ccc1OC	-1.8%
CCCNC(=O)Cn1c(-c2ccc(F)cc2)cc(C(=O)OCC)c1C	21.6%
O=C(COC(=O)Cc1ccccc1F)Nc1cccc(F)c1	4.1%
CC(C)(C)c1cc(CSC(=S)NC2CCS(=O)(=O)C2)c(Br)c(C(C)(C)C)c1 (centres undefined)	-7.5%
Cc1nonc1OCCN1CCN(c2ccccc2[N+](=O)[O-])CC1	-4.8%
Oc1c(C=C2N=c3ccccc3=N2)sc(=S)n1-c1ccc2ccccc2c1	-2.9%[57.5 µM]
O=C(NCCC1=CCCCC1)Nc1ccc2nsnc2c1	-4.5%
CCOc1ccc(CC(=N)C2=C(O)CC(C)(C)CC2=O)cc1OCC	3.3%
O=C(O)CCC(=O)/C=C/c1ccccc1	-8.7%
Cc1ccc(NC(=O)CSc2nc(C)c(Cc3ccccc3)c(=O)[nH]2)cc1C	3.9%
CCOC(=O)C1CCCN(C(=O)/C=C/c2ccc(Cl)cc2)C1 (centres undefined)	2.0%
O=c1c2cc(Cl)cc(Cl)c2nc2n1CCC2	3.3%

6 entries out of the list above, arranged by the value under ERK EGF block, low to high:
SMILES	ERK EGF block
O=C(O)CCC(=O)/C=C/c1ccccc1	-8.7%
O=C(NCCC1=CCCCC1)Nc1ccc2nsnc2c1	-4.5%
CCC(=O)Nc1cc(-c2cc3ccccc3oc2=O)ccc1OC	-1.8%
CCOC(=O)C1CCCN(C(=O)/C=C/c2ccc(Cl)cc2)C1 (centres undefined)	2.0%
CCOc1ccc(CC(=N)C2=C(O)CC(C)(C)CC2=O)cc1OCC	3.3%
Cc1ccc(NC(=O)CSc2nc(C)c(Cc3ccccc3)c(=O)[nH]2)cc1C	3.9%

Next results follow.
SMILES	ERK EGF block
Clc1cccc(Cl)c1Cn1ccc(C2CC2)n1	8.2%
Cc1csc(SCC(=O)Nc2ccccc2[N+](=O)[O-])n1	3.2%
COc1ccc(Cn2c(O)c(C=Nc3ccc(O)cc3)c3ccccc3c2=O)cc1	1.8%
CC(=O)Nc1ccc2c(c1)ncn2-c1ccc(C)cc1	-2.7%
O=C(c1ccc(OCCN2CCCCC2)cc1)c1c(-c2ccc(O)cc2)sc2cc(O)ccc12	4.6%
Nc1nn(-c2cccc(F)n2)cc1-c1ccccc1	2.1%
O=C(COC(=O)c1cn(-c2ccccc2)nc1-c1ccccc1)Nc1ncc(Cl)cc1Cl	-22.5%[57.5 µM]
O=C(/C=C/c1ccc(Br)o1)NC(c1ccccc1)c1ccccc1	-3.9%
CCc1n[nH]c(=S)n1/N=C/c1c(C)nn(-c2ccccc2)c1Cl	3.9%
CCc1nc(Cl)c(C#N)c2c1CSC(C)(C)C2	9.2%
S=C(NCCCNC(=S)Nc1ccccc1)Nc1ccccc1	1.0%
O=C(Cc1ccccc1[N+](=O)[O-])N1CCc2ccccc2C1	-1.1%
Cc1ccc(C(=O)O/N=C2\CC3CCC2(C)C3(C)C)cc1 (centres undefined)	-5.8%
Cc1ccc(Nc2nc(N)nc(CCl)n2)c(C)c1	-3.5%[57.5 µM]
N/C(=N\OC(=O)c1ccc(Cl)cc1Cl)c1ccncc1	-0.6%[57.5 µM]

Some of the entries above, reformatted.
SMILES: O=C(COC(=O)c1cn(-c2ccccc2)nc1-c1ccccc1)Nc1ncc(Cl)cc1Cl
  ERK EGF block: -22.5%[57.5 µM]
SMILES: O=C(/C=C/c1ccc(Br)o1)NC(c1ccccc1)c1ccccc1
  ERK EGF block: -3.9%
SMILES: CCc1n[nH]c(=S)n1/N=C/c1c(C)nn(-c2ccccc2)c1Cl
  ERK EGF block: 3.9%

The listing continues.
SMILES	ERK EGF block
COc1ccc(N2C(=O)CC(NNC(=O)c3ccco3)C2=O)cc1 (centres undefined)	-6.2%
Cc1cccc(NC(=O)CCCn2cc([N+](=O)[O-])cn2)n1	6.9%
CCOc1ccc(N(CC(=O)Nc2cccnc2)S(C)(=O)=O)cc1	-0.1%
CCN(CC)S(=O)(=O)c1ccc2c(c1)nc(CCC(=O)Nc1ccc3c(c1)OCO3)n2CC	-1.3%
Cc1cccc(-n2c(C)cc(/C=N\NC(=O)c3ccco3)c2C)c1	-6.0%
CC(=O)Oc1ccc(NC(=O)CCC2CCCCC2)c(C(=O)O)c1	-2.6%
CC1(C)C2([N+](=O)[O-])CN3CC1([N+](=O)[O-])CN(C2)C3c1ccc(O)c(O)c1 (centres undefined)	-1.5%[57.5 µM]
O=S(=O)(c1ccccc1)N1CCN(C(=S)NCc2ccccc2)CC1	4.0%
C=CC[C@H]1CC(Cc2ccccc2)=C[C@H](CC=C)N1	?
CC(=O)Nc1cccc(/C(C)=N\NC(=O)c2ccc(Cn3nc([N+](=O)[O-])c(Cl)c3C)o2)c1	0.9%
OC(COCc1cccs1)CN1CCN(c2ccccc2Cl)CC1 (centres undefined)	8.9%
CC(C)(C=O)C1=CC(=O)c2ccccc2C1=O	?
COc1ccc(CCNC(=S)NCc2ccc(Cl)c(Cl)c2)cc1OC	?
CCC(Oc1ccccc1)C(=O)Nc1ccsc1C(=O)OC (centres undefined)	-8.3%
COc1ccc(Oc2ncnc3sccc23)cc1	-2.6%
O=C(COC(=O)c1ccc(Cl)c(Cl)c1)Nc1cccnc1Cl	-7.0%
Cc1oc2ccc(OCc3ccc(Cl)cc3)cc2c1C(=O)O	-26.1%[57.5 µM]
